TWEAK-Fn14 inh: inhibitors of TWEAK-Fn14 interaction signaling; TWEAK-stimulated Fn14 reporter cells, luciferase luminescence, 8 h; inhibition, % at 10 µM; 2% of 360,000 active; AID 1159606; in the data active = inhibition above about 50%
LRH-1 inv ag: NR5A2 inverse agonism in reporter assay; 0.13% of 360,000 active; inhibition, % at 3.6 µM; HEK293T StAR-luciferase reporter, LRH-1 transfected, 24 h; O00482; AID 602396;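 active = inhibition above the mean inhibition of all tested compounds plus 3 SD, cut at about 73% in these data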;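 also: 0% = DMSO wells and 100% = reporter-only cells lacking LRH-1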
Target sequence (O00482 whole entry, looked up): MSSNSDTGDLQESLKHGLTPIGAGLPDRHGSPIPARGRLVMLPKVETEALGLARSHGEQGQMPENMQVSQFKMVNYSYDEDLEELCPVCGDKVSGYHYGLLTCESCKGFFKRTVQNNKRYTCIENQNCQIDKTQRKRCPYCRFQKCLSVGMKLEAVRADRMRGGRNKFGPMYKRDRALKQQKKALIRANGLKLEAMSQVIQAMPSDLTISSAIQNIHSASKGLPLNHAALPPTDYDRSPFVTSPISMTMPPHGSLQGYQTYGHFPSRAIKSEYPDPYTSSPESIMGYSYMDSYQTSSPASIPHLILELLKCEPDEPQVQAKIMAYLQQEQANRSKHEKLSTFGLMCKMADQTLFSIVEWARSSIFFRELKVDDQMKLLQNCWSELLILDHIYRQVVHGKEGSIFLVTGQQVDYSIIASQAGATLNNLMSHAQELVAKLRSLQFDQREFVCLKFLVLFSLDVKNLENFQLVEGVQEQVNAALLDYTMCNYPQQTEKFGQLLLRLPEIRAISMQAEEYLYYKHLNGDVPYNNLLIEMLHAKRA
TLR9-MyD88 block: inhibitors of human TLR9-MyD88 binding. Q9NR96+Q99836. CHO BLA complementation TLR9-MyD88, CCF4 FRET ratio. inhibition, % at 4.98 µM. 0.21% of 340,000 active;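 active = inhibition above the mean over all tested compounds plus 3 SD, cut at about 21% in these data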;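 also: 0% = DMSO only wells and 100% = clavulanate BLA inhibitor control wells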
Exocytosis inh: blocks lytic granule exocytosis; 0.66% of 360,000 active; TALL-104 LAMP-1 surface exposure, flow cytometry; cells stimulated with thapsigargin and PMA; AID 651702; inhibition, % at 10 µM;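 active = inhibition above about 55%, limit read from the data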
NCOA2 inhibitor: human SRC2 (NCOA2) inhibition. AID 651957. HEK293 GAL4-SRC2 luciferase reporter, luminescence. 0.17% of 370,000 active. inhibition, % at 9 µM;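 active = inhibition above the mean inhibition of all tested compounds plus 3 SD, set per campaign, cut at about 52% in these data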;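 also: 0% = DMSO treated cells and 100% = cells given Gossypol at 36 µM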
NOD2 RIPK2 PPI: blocks binding of human NOD2 to RIPK2 | 0.38% of 360,000 active | O43353 | inhibition, % at 4.98 µM | CHO BLA complementation NOD2-RIPK2, CCF4 ratio; in the data active = inhibition above about 21%;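 also: 0% = vehicle only and 100% = reference blocker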
Target sequence (O43353 whole entry, looked up): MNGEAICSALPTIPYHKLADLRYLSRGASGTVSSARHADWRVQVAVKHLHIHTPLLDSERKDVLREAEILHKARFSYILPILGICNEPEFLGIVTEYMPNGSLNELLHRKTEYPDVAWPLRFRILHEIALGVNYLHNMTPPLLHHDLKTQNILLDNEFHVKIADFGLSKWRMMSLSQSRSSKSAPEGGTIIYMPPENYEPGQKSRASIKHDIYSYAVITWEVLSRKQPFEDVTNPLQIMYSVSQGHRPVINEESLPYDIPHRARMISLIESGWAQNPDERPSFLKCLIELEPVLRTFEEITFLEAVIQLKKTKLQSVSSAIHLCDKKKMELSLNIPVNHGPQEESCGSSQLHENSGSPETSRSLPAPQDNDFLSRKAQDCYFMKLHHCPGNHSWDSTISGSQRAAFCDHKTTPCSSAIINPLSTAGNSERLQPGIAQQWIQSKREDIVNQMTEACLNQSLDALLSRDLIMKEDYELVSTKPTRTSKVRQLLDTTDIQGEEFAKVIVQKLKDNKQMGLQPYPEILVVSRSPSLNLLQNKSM
TROY signal inh: inhibitors of TROY-dependent NF-kB signaling | Q293 LMP1-TROYcd NF-kB luciferase reporter, 4 h | inhibition, % at 10 µM | 0.98% of 360,000 active;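 active = compounds whose plate-normalised and pattern-corrected inhibition of the luciferase reporter signal at the single screening dose is 50% or more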
NCOA3 inh: inhibits human SRC3 coactivator; HEK293 GAL4-SRC3 luciferase reporter, luminescence; 0.17% of 360,000 active; AID 588352; Q9Y6Q9; inhibition, % at 3.6 µM;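 active = inhibition above a per-campaign cutoff, the mean of all compounds plus 3 SD, cut at about 60% in these data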;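 also: 0% = DMSO-treated cells and 100% = gossypol-treated cells at 36 µM; higher means less SRC3-driven luciferase light from the GAL4 reporter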
NCOA1 inh: inhibits human SRC1 coactivator; Q15788; HEK293 GAL4-SRC1 luciferase reporter, luminescence; inhibition, % at 3.6 µM; 0.12% of 360,000 active;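 active = inhibition above the campaign mean plus 3 SD, with each screening campaign given its own cutoff, cut at about 60% in these data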;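 also: 0% = DMSO treated cells and 100% = gossypol at 36 µM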
COUP-TFII inh: NR2F2 (human) inhibition, primary screen; P24468; HEK293T NGFI-A luciferase reporter, luminescence; inhibition, % at 8.6 µM; 0.7% of 370,000 active; AID 686940;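 active = inhibition above a per-plate cutoff, mean inhibition of test wells between control levels plus 3 SD, cut at about 38% in these data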;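 also: cells cotransfected with COUP-TFII expression vector driving the NGFI-A reporter; 0% = median of COUP-TF2 test wells and 100% = reporter-only cells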
ABHD5-PLIN5 inh: inhibitors of human ABHD5-perilipin-5 interaction. Split G. princeps luciferase complementation, luminescence, 4 h. inhibition, % at 4 µM. 0.78% of 360,000 active;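 active = inhibition above the mean inhibition across every tested compound plus 3 SD, cut at about 22% in these data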;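 also: 0% = DMSO only wells and the 100% control is not disclosed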
Active calls of the source: *. Only part of the results is shown; count on the stated rates, not on these rows.

What do the screens show for `C[C@H](NC(=O)[C@H]1N2C(=O)c3ccccc3C2SC1(C)C)C(=O)NCC1CCCO1` (stereo partly specified)?
TWEAK-Fn14 inh: -2; LRH-1 inv ag: 9; TLR9-MyD88 block: -2; Exocytosis inh: -13; NCOA2 inhibitor: 9; NOD2 RIPK2 PPI: 4; TROY signal inh: -11; NCOA3 inh: 8; NCOA1 inh: 10; COUP-TFII inh: -4; ABHD5-PLIN5 inh: -5

What do the screens show for `O=C1N(Cc2cccnc2)C[C@@H]2C[C@@H](c3cccc(C(F)(F)F)c3)N3CCC[C@@]123`?
TWEAK-Fn14 inh: 3; LRH-1 inv ag: 3; TLR9-MyD88 block: -6; Exocytosis inh: -1; NCOA2 inhibitor: 10; NOD2 RIPK2 PPI: -12; TROY signal inh: -10; NCOA3 inh: 6; NCOA1 inh: -8; COUP-TFII inh: 18; ABHD5-PLIN5 inh: 3

How did COC(=O)Nc1ccc(S(=O)(=O)N2CCN(C)CC2)cc1 do in these assays?
TWEAK-Fn14 inh: -12; LRH-1 inv ag: -8; TLR9-MyD88 block: -20; Exocytosis inh: -2; NCOA2 inhibitor: -7; NOD2 RIPK2 PPI: -2; TROY signal inh: 11; NCOA3 inh: 4; NCOA1 inh: -3; COUP-TFII inh: -1; ABHD5-PLIN5 inh: 0

Results for CS(=O)(=O)c1ccc(-c2sc3ccccc3c2C(=O)N2CCN(c3ccc(F)cc3)CC2)cc1 ?
TWEAK-Fn14 inh: -60; LRH-1 inv ag: -130; TLR9-MyD88 block: -14; Exocytosis inh: 18; NCOA2 inhibitor: -34; NOD2 RIPK2 PPI: 4; TROY signal inh: -28; NCOA3 inh: -97; NCOA1 inh: -75; COUP-TFII inh: -35; ABHD5-PLIN5 inh: -2

Results for Cc1ccc(C(=O)c2coc3ccc(O)c(CN4CCN(C)CC4)c23)cc1 ?
TWEAK-Fn14 inh: 23; LRH-1 inv ag: -15; TLR9-MyD88 block: -10; Exocytosis inh: -4; NCOA2 inhibitor: -4; NOD2 RIPK2 PPI: -10; TROY signal inh: -39; NCOA3 inh: 15; NCOA1 inh: 5; COUP-TFII inh: 3; ABHD5-PLIN5 inh: 0

How did NS(=O)(=O)c1ccc(NC(=S)Nc2ccc(C(=O)N3CCCCC3)cc2)cc1 do in these assays?
TWEAK-Fn14 inh: 12; LRH-1 inv ag: -12; TLR9-MyD88 block: -1; Exocytosis inh: 2; NCOA2 inhibitor: 21; NOD2 RIPK2 PPI: 1; TROY signal inh: -3; NCOA3 inh: 4; NCOA1 inh: -8; COUP-TFII inh: 15; ABHD5-PLIN5 inh: -3

How did Cc1ccc(CN2CCNC(=O)C2CC(=O)N(C)C2CCCCC2)cc1 (stereo unspecified) do in these assays?
TWEAK-Fn14 inh: -2; LRH-1 inv ag: -9; TLR9-MyD88 block: 2; Exocytosis inh: 1; NCOA2 inhibitor: -14; NOD2 RIPK2 PPI: -1; TROY signal inh: 1; NCOA3 inh: -2; NCOA1 inh: -15; COUP-TFII inh: -3; ABHD5-PLIN5 inh: 4

What do the screens show for `C=C/C(C)=C/CC1C(=C)CCC2C(C)(C(=O)O)CCCC12C` (stereo unspecified)?
TWEAK-Fn14 inh: 11; LRH-1 inv ag: -15; TLR9-MyD88 block: 0; Exocytosis inh: 2; NCOA2 inhibitor: -13; NOD2 RIPK2 PPI: 8; TROY signal inh: -20; NCOA3 inh: -20; NCOA1 inh: -56; COUP-TFII inh: 2; ABHD5-PLIN5 inh: -13

Results for COc1ccc(O[C@@H]2O[C@H](COC(C)=O)[C@@H](OC(C)=O)[C@H](OC(C)=O)[C@H]2NC(C)=O)cc1 ?
TWEAK-Fn14 inh: 0; LRH-1 inv ag: -8; TLR9-MyD88 block: 9; Exocytosis inh: 3; NCOA2 inhibitor: 6; NOD2 RIPK2 PPI: 0; TROY signal inh: 6; NCOA3 inh: 6; NCOA1 inh: -11; COUP-TFII inh: 1; ABHD5-PLIN5 inh: -4

Results for Cc1ccc(SCCNC(=S)Nc2cc(C)cc(C)c2)cc1 ?
TWEAK-Fn14 inh: -6; LRH-1 inv ag: -1; TLR9-MyD88 block: 11; Exocytosis inh: -1; NCOA2 inhibitor: -6; NOD2 RIPK2 PPI: 8; TROY signal inh: -5; NCOA3 inh: 7; NCOA1 inh: -6; COUP-TFII inh: 12; ABHD5-PLIN5 inh: -4

What do the screens show for `Fc1ccc(Cn2nnnc2CN2CCN(C3CCCCC3)CC2)cc1`?
TWEAK-Fn14 inh: -7; LRH-1 inv ag: -3; TLR9-MyD88 block: -6; Exocytosis inh: 0; NCOA2 inhibitor: -24; NOD2 RIPK2 PPI: 6; TROY signal inh: -24; NCOA3 inh: 20; NCOA1 inh: 3; COUP-TFII inh: 4; ABHD5-PLIN5 inh: 0

How did O=C(CCNC(=O)c1ccco1)Nc1ccc(Cl)cc1F do in these assays?
TWEAK-Fn14 inh: 8; LRH-1 inv ag: 16; TLR9-MyD88 block: -10; Exocytosis inh: -14; NCOA2 inhibitor: 3; NOD2 RIPK2 PPI: 2; TROY signal inh: -5; NCOA3 inh: 1; NCOA1 inh: -6; COUP-TFII inh: -14; ABHD5-PLIN5 inh: -1

How did O=C(/C=C/c1ccco1)Oc1cc(Br)cc(/C=N/NC(=O)c2ccccc2O)c1 do in these assays?
TWEAK-Fn14 inh: 2; LRH-1 inv ag: 11; TLR9-MyD88 block: 5; Exocytosis inh: 78*; NCOA2 inhibitor: 22; NOD2 RIPK2 PPI: 1; TROY signal inh: -10; NCOA3 inh: 52; NCOA1 inh: 30; COUP-TFII inh: -19; ABHD5-PLIN5 inh: 2

What do the screens show for `CS(=O)(=O)Cc1ccc(C(=O)NCC2(N3CCCCC3)CCCCC2)cc1`?
TWEAK-Fn14 inh: -2; LRH-1 inv ag: -64; TLR9-MyD88 block: 0; Exocytosis inh: -1; NCOA2 inhibitor: -14; NOD2 RIPK2 PPI: -2; TROY signal inh: -2; NCOA3 inh: 10; NCOA1 inh: -12; COUP-TFII inh: 4; ABHD5-PLIN5 inh: -1

Results for CC(=O)NC(Cc1ccc(F)cc1)C(=O)NC1CCN(C(=O)NCc2ccccc2)CC1 (stereo unspecified) ?
TWEAK-Fn14 inh: 25; LRH-1 inv ag: -1; TLR9-MyD88 block: -6; Exocytosis inh: 8; NCOA2 inhibitor: 1; NOD2 RIPK2 PPI: -7; TROY signal inh: 3; NCOA3 inh: 1; NCOA1 inh: 4; COUP-TFII inh: 3; ABHD5-PLIN5 inh: -1

Results for COc1cccc(CC(=O)OC(C)C(=O)Nc2ccc(Cl)cn2)c1 (stereo unspecified) ?
TWEAK-Fn14 inh: -1; LRH-1 inv ag: 18; TLR9-MyD88 block: 9; Exocytosis inh: -5; NCOA2 inhibitor: -8; NOD2 RIPK2 PPI: -4; TROY signal inh: -6; NCOA3 inh: -13; NCOA1 inh: 5; COUP-TFII inh: 1; ABHD5-PLIN5 inh: 4

Results for CCOC(=O)C1=C(C)N(CC(C)C)C(=O)/C1=C\c1ccc(OCC(=O)Nc2ccccc2)cc1 ?
TWEAK-Fn14 inh: -22; LRH-1 inv ag: -18; TLR9-MyD88 block: 3; Exocytosis inh: -3; NCOA2 inhibitor: -3; NOD2 RIPK2 PPI: 6; TROY signal inh: -2; NCOA3 inh: -31; NCOA1 inh: -10; COUP-TFII inh: -3; ABHD5-PLIN5 inh: 4

How did COc1ccccc1N1CCN(C2CCCN(C(=O)CCn3cncn3)C2)CC1 (stereo unspecified) do in these assays?
TWEAK-Fn14 inh: -13; LRH-1 inv ag: 0; TLR9-MyD88 block: -7; Exocytosis inh: 27; NCOA2 inhibitor: -7; NOD2 RIPK2 PPI: -2; TROY signal inh: -6; NCOA3 inh: 14; NCOA1 inh: -15; COUP-TFII inh: -2; ABHD5-PLIN5 inh: 7

What do the screens show for `COc1ccc(C(=O)Nc2cccc(/C=C(/CCC(=O)O)c3nc4ccccc4s3)c2)cc1`?
TWEAK-Fn14 inh: -20; LRH-1 inv ag: -44; TLR9-MyD88 block: -8; Exocytosis inh: -3; NCOA2 inhibitor: -42; NOD2 RIPK2 PPI: -16; TROY signal inh: -34; NCOA3 inh: -23; NCOA1 inh: -18; COUP-TFII inh: 7; ABHD5-PLIN5 inh: 0

Results for N#Cc1ccccc1OCC(=O)NCc1ccccc1CN1CCCC1 ?
TWEAK-Fn14 inh: 0; LRH-1 inv ag: -35; TLR9-MyD88 block: -5; Exocytosis inh: -1; NCOA2 inhibitor: -10; NOD2 RIPK2 PPI: -1; TROY signal inh: -18; NCOA3 inh: -5; NCOA1 inh: -10; COUP-TFII inh: 8; ABHD5-PLIN5 inh: 4

How did COCCCC1CCN(C(=O)C2CCC(=O)N(CC3CCCCC3)C2)CC1 (stereo unspecified) do in these assays?
TWEAK-Fn14 inh: 6; LRH-1 inv ag: -13; TLR9-MyD88 block: -12; Exocytosis inh: -3; NCOA2 inhibitor: 6; NOD2 RIPK2 PPI: -9; TROY signal inh: 4; NCOA3 inh: 13; NCOA1 inh: -15; COUP-TFII inh: 5; ABHD5-PLIN5 inh: 2

How did O=S(=O)(c1cccc2nonc12)N1CCN(c2cccc(Cl)c2)CC1 do in these assays?
TWEAK-Fn14 inh: -27; LRH-1 inv ag: -3; TLR9-MyD88 block: 10; Exocytosis inh: -11; NCOA2 inhibitor: 9; NOD2 RIPK2 PPI: -3; TROY signal inh: 6; NCOA3 inh: 8; NCOA1 inh: -2; COUP-TFII inh: 4; ABHD5-PLIN5 inh: 0

Results for COc1ccc(/C=C\C(=O)Oc2cccc(/C=N/NC(=O)Cc3ccc(OC)c(OC)c3)c2)cc1 ?
TWEAK-Fn14 inh: -42; LRH-1 inv ag: -99; TLR9-MyD88 block: -8; Exocytosis inh: 1; NCOA2 inhibitor: -63; NOD2 RIPK2 PPI: -2; TROY signal inh: -64; NCOA3 inh: -78; NCOA1 inh: -92; COUP-TFII inh: -10; ABHD5-PLIN5 inh: 2

No new results follow: an excerpt of the list.
How did COCCCC1CCN(C(=O)C2CCC(=O)N(CC3CCCCC3)C2)CC1 (stereo unspecified) do in these assays?
TWEAK-Fn14 inh: 6; LRH-1 inv ag: -13; TLR9-MyD88 block: -12; Exocytosis inh: -3; NCOA2 inhibitor: 6; NOD2 RIPK2 PPI: -9; TROY signal inh: 4; NCOA3 inh: 13; NCOA1 inh: -15; COUP-TFII inh: 5; ABHD5-PLIN5 inh: 2

How did O=S(=O)(c1cccc2nonc12)N1CCN(c2cccc(Cl)c2)CC1 do in these assays?
TWEAK-Fn14 inh: -27; LRH-1 inv ag: -3; TLR9-MyD88 block: 10; Exocytosis inh: -11; NCOA2 inhibitor: 9; NOD2 RIPK2 PPI: -3; TROY signal inh: 6; NCOA3 inh: 8; NCOA1 inh: -2; COUP-TFII inh: 4; ABHD5-PLIN5 inh: 0

Results for COc1ccc(/C=C\C(=O)Oc2cccc(/C=N/NC(=O)Cc3ccc(OC)c(OC)c3)c2)cc1 ?
TWEAK-Fn14 inh: -42; LRH-1 inv ag: -99; TLR9-MyD88 block: -8; Exocytosis inh: 1; NCOA2 inhibitor: -63; NOD2 RIPK2 PPI: -2; TROY signal inh: -64; NCOA3 inh: -78; NCOA1 inh: -92; COUP-TFII inh: -10; ABHD5-PLIN5 inh: 2
